CRFBP-R2 block = antagonists of CRF-BP/CRF-R2 complex, primary screen, cell-based, HEK293, calcium dye fluorescence, uHTS | inhibition, % at 11.8 µM | hit rate 0.59% among 350,000 | AID 588475, 2011 | CRF-induced calcium fluorescence;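 active = inhibition of the ligand-induced calcium signal above about 50% at the single tested concentration, limit read from the data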
IDE cell activ = human IDE activators in live cells, primary screen, fluorescence polarization, HEK cells, FAbeta-B substrate | activation, % at 5.96 µM | hit rate 0.073% among 340,000 | FAbeta-B cleavage; 0% vehicle, 100% cell-free pure enzyme wells;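 active = activation above the mean of all tested compounds plus 3 SD, set per screening campaign, cut at about 17% in these data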
GalR3 antagonist = GalR3 antagonists in HEK293 cells, primary screen, cell-based, fluorescence readout; Galanin receptor type 3 (Homo sapiens), O60755; HEK293 GalR3-CNG cAMP membrane potential fluorescence; galR3 body fused to GalR1 C-terminus; inhibition, % at 3 µM; hit rate 0.44% among 360,000;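 active = inhibition above the screen-wide average plus 3 SD, cut at about 13% in these data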;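 also: forskolin and galanin both at EC90 stimulate the cells; cAMP rise reported by CNG channel membrane potential dye signal; 0% = forskolin plus galanin with DMSO and 100% = forskolin alone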
Target sequence (O60755 1-299 limits assumed): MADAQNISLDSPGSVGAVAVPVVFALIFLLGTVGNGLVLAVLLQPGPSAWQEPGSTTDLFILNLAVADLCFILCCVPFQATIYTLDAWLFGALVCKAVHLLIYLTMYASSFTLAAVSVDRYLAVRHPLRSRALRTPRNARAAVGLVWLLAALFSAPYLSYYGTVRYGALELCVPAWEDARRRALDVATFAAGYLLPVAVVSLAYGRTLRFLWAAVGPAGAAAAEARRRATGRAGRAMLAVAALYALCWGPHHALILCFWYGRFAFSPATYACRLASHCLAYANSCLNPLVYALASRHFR
NS3 helicase inh = inhibitors of HCV NS3 helicase, primary screen, biochemical, Cy5 molecular beacon fluorescence | AID 1800, 2009 | NS3 helicase DNA unwinding | hit rate 0.56% among 290,000 | inhibition, % at 10.9 µM | Hepatitis C virus NS3 helicase;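 active = inhibition above the mean of all tested compounds plus 3 SD, set per campaign, cut at about 35% in these data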;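 also: 0% = DMSO wells and 100% = thioflavine S control wells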
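Test system: hepatitis C virus NS3 helicase domain fragment enzyme. Also added: annealed dual-labelled DNA beacon duplex, ATP-started. Timing: 60 min unwinding reaction at 25 °C after ATP addition. Technique: Cy5 fluorescence. Measure: % inhibition of unwinding.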
IMP-1 inhibitor = IMP-1 metallo-beta-lactamase inhibitors, primary screen, biochemical, epi-absorbance readout, Pseudomonas aeruginosa enzyme | purified IMP-1, nitrocefin hydrolysis, epi-absorbance fluorescence | hit rate 0.45% among 290,000 | inhibition, % at 5.6 µM | metallo-beta-lactamase IMP-1 (Pseudomonas aeruginosa);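 active = inhibition above the mean plus 3 SD of all compounds in the same screening run, cut at about 4.5% in these data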;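 also: 0% = IMP-1 with DMSO and 100% = DMSO wells lacking enzyme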
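System – purified recombinant IMP-1 beta-lactamase · Input – IMP-1 dispensed at 0.2 nM · Timing – 15 min preincubation plus 25 min reaction at 25 °C · Signal – Epi-absorbance fluorescence, 480 nm excitation, 530 nm emission · Measure – percent IMP-1 inhibition derived from blank-referenced optical density · Controls – Enzyme-plus-DMSO low control, enzyme-free DMSO high control · Replication – singlicate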
IDE cell inh = human IDE inhibitors in live cells, primary screen, fluorescence polarization, HEK cells, FAbetaB substrate | Insulin-degrading enzyme (Homo sapiens), P14735 | FAbetaB cleavage | inhibition, % at 5.59 µM | hit rate 0.41% among 320,000;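 active = percent inhibition above the average of all tested compounds plus 3 SD, set per screening campaign, cut at about 16% in these data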;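 also: IDE supplied by intact live HEK cells; FP after avidin binding of uncleaved biotin substrate so inhibition keeps polarization high; 0% = DMSO wells and 100% = 60 µM reference IDE inhibitor Ii1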
pCIP destab = p/CIP-EGFP fusion destabilizers, primary screen, fluorescence, F442A cells; AID 1984, 2009; decrease of EGFP signal, % at 10 µM; 16 h; Q05BA5; hit rate 0.01% among 290,000;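 active = EGFP signal decrease of at least 30% at 10 µM or well 3 SD below plate mean, unless failing retest; inactive = the rest, including hits failing retest or dose response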; also: some compounds called inactive have numbers as strong as hits; many of its hits are not listed in these tables
UBC9 SUMO inh = inhibitors of in vitro SUMOylation cascade, primary screen, biochemical, HTRF, uHTS; inhibition, % at 35 µM; HTRF SUMOylation assay, SAE1/SAE2 + UBC9; hit rate 0.36% among 290,000; SUMO-conjugating enzyme UBC9 (Homo sapiens), P63279; in the data active = inhibition above about 50%, passing the limit was not always enough; also: strong numbers were not always called active
Target sequence (P63279 whole entry, looked up): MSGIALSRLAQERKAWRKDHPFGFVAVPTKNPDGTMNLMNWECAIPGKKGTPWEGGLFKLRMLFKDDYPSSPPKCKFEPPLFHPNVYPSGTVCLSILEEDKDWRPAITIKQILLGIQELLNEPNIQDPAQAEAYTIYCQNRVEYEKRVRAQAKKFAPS
VIM-2 inh = VIM-2 metallo-beta-lactamase inhibitors, primary screen, biochemical, epi-absorbance readout, Pseudomonas aeruginosa enzyme. purified VIM-2, nitrocefin hydrolysis, epi-absorbance fluorescence. inhibition, % at 5.6 µM. hit rate 0.89% among 290,000. AID 1527, 2009;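 active = inhibition above the mean of all tested compounds plus 3 SD, cutoff set per screening run, cut at about 7.5% in these data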;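 also: red hydrolysis product quenches plate fluorescence so inhibitors raise well fluorescence; 0% = enzyme with DMSO and 100% = DMSO without enzyme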
An asterisk follows results filed as active; nt = not tested or not shown.

CRFBP-R2 block,IDE cell activ,GalR3 antagonist,NS3 helicase inh,IMP-1 inhibitor,IDE cell inh,pCIP destab,UBC9 SUMO inh,VIM-2 inh,Compound
-21,6,0,nt,nt,1,nt,nt,nt,COC(=O)[C@]1(C)N[C@H](CN(C)C(=O)NC(C)C)[C@@H]2C(=O)N(Cc3ccccc3)C(=O)[C@@H]21
-1,-1,5,6,-2.4,3,-14,6,-4.1,COc1cccc(OC)c1C(=O)Nc1c(C(=O)N2CCN(c3ccccn3)CC2)oc2ccccc12
-6,6,-1,-22,-3.9,8,6,-12,-1.2,O=C(COc1ccc(Br)cc1)N1CCN(c2ccc([N+](=O)[O-])c(N3CCCCC3)c2)CC1
-11,nt,-5,9,-0.1,4,-2,-9,0.5,COC(=O)c1n[nH]n(-c2ccc(F)c(Cl)c2)c1=O
-2,-3,-2,5,-3.9,-4,1,-1,-3.6,CC(C)(C)c1cc(NC(=O)CSc2nncs2)n(-c2ccccc2)n1
7,1,4,-1,-2.5,2,-18,16,-1.3,COC(=O)CSc1nnc(-c2ccoc2C)n1-c1ccc(C)cc1
11,0,1,11,-2.8,1,-7,22,0.5,CNC(=O)c1cc2cccc(OC)c2oc1=O
24,4,-4,-5,-2.8,2,7,2,8.6*,Cc1nc(Sc2ccccc2)c(C#N)c(C)c1[N+](=O)[O-]
4,-1,-4,-5,-1.8,1,1,36,-0.1,CNC(=O)c1cc2cc(OC)ccc2oc1=N
0,3,-5,-10,-1.5,nt,-1,9,-0.4,COc1cccc(C2C(C(=O)c3cccs3)=C(O)C(=O)N2CCN2CCOCC2)c1OC (stereo not given)
3,1,-4,0,-3.3,-1,-18,7,-3.1,CC1=Nc2ccc(Br)cc2C(c2ccccc2)N1CC(=O)O (stereo not given)
7,4,-10,-10,-1.7,-5,-6,11,-0.1,CCOc1ccc(N(CC(=O)Nc2cccc(OC)c2)S(C)(=O)=O)cc1
-3,4,-1,-2,-0.8,-1,-4,2,-2.0,C/C(=N/NC(=O)CCC(=O)Nc1cccc(Cl)c1)c1ccc(C)cc1
-2,0,69*,-37,-1.6,1,-10,nt,2.4,Cc1oc(-c2ccc(Cl)cc2)nc1CS(=O)CC(=O)NCCCN1CCN(Cc2ccccc2)CC1 (stereo not given)
32,4,-7,-1,-0.9,1,-22,20,0.5,Nc1ccc(Cc2ccccn2)cc1
-16,-4,2,72*,5.6*,5,-6,30,-2.3,O=C1/C(=C/c2cccs2)CCC/C1=C\c1cccs1
-1,3,-7,-11,-0.9,0,-12,6,1.0,CCC(C)(C)NC(=O)C(c1cccc(OC)c1)N(C(=O)CNC(=O)c1cccs1)c1cccnc1 (stereo not given)
-10,2,-3,nt,nt,-2,nt,nt,nt,COc1cc(N)c(Cl)cc1C(=O)OC(C)C(=O)Nc1cccc(S(=O)(=O)N2CCOCC2)c1 (stereo not given)
-28,8,-2,14,0.7,2,-2,-7,0.2,COc1ccc2nc(NC(=O)CN3C(=O)NC4(CCCCC4)C3=O)sc2c1
-7,1,-5,27,0.8,2,-17,17,-2.4,O=C(c1ccco1)N1CCC(c2nc(-c3ccc(F)cc3)no2)CC1
10,5,0,7,-1.6,-4,0,2,-2.4,Cc1c(Cl)c([N+](=O)[O-])nn1CCCC(=O)Nc1sc2c(c1C(N)=O)CCC(C)C2 (stereo not given)
4,2,-3,-3,-1.1,4,-12,2,2.8,COC(=O)C(C)(C(=O)OC)c1ccccc1[N+](=O)[O-]
-8,3,-5,nt,nt,6,nt,nt,nt,CC(C)(C)OC(=O)C[C@H]1C/C=C\C[C@@H](CC(=O)N[C@H](CO)Cc2ccccc2)C(=O)NCCOC1=O
-5,3,-6,12,-0.6,-2,2,10,-1.5,CC(C)C(=O)Nc1cc2c3c(c1)CCN3C(=O)CC2
-9,2,-3,nt,nt,4,nt,nt,nt,CCOC(=O)Cc1cn(C(=O)OC(C)(C)C)c2ccccc12
4,2,6,-5,-3.5,7,-1,-22,-4.9,Cc1nn(Cc2ccc(Cl)cc2Cl)c(C)c1NC(=O)NC12CC3CC(CC(C3)C1)C2
-4,2,-2,3,-2.4,4,-11,-6,-1.7,CCn1c(Cc2ccccc2)nnc1SCC(=O)c1cccc([N+](=O)[O-])c1
-71,0,-6,-1,0.3,-3,5,16,-1.0,O=C(Cc1cccs1)Nc1cccc(-c2nnc(-c3ccco3)o2)c1
20,6,-3,-7,2.0,-2,-3,0,1.7,Cc1ccc(C(C)NC(=O)c2c(C)noc2C)cc1C (stereo not given)
-22,-12,-6,27,-0.1,-4,7,8,0.7,CC(=O)Oc1ccc(N2C(=O)C3C(C2=O)C(C(=O)c2ccc(Cl)cc2)N2CCCC32)cc1 (stereo not given)
5,5,-4,7,-4.8,1,-8,0,-2.5,COc1ccc(C(=O)Nn2c(C)ccc2C)cc1OC
1,4,-3,1,-4.4,3,-14,19,-1.6,COCCn1cnc2c1c(=O)n(CC(=O)NCC(F)(F)F)c(=O)n2Cc1ccccc1
-8,0,-5,nt,nt,-2,nt,nt,nt,CN(C(=O)c1cccc(NC(=O)C2CCN(C(=O)OC(C)(C)C)CC2)c1)C1CCCCC1
-15,7,-3,2,-1.8,-2,-2,0,25*,O=C(CSc1nnc(NC(=O)c2ccccc2)s1)NCc1ccco1
3,2,-4,0,-5.7,1,-3,0,-2.6,CCOc1ccc(N(CC(=O)NCc2ccccc2)S(=O)(=O)c2c(C)noc2C)cc1
3,-2,2,-3,-2.4,-2,-4,22,-1.0,COc1ccc(-c2noc(CCC(=O)Nc3cccnc3)n2)cc1OC
-24,7,-9,-1,-1.0,-2,7,5,-0.1,Nn1c(C2CCC2)nc2cc(Cl)ccc2c1=O
-2,3,-9,-3,1.1,-5,3,4,-1.9,CCC(C)NC(=O)CNC(=O)c1nn(-c2ccc(OC)c(Cl)c2)c(=O)c2ccccc12 (stereo not given)
-2,10,5,-7,-2.1,-3,-8,22,-0.8,CCCc1c(C)c2ccccc2[nH]c1=O
-33,nt,-3,35,2.6,-1,13,-5,3.4,CC(C)NC(=O)c1sc2nc(-c3cccs3)cc(-c3cccs3)c2c1N
17,1,3,-2,0.3,-4,5,19,0.0,COc1ccc2c(c1)CCCC21NC(=O)NC1=O (stereo not given)
11,5,-7,-2,-5.7,7,-7,19,-1.9,N#CN=C(c1ccccc1)c1ccccc1
1,-1,nt,-5,-3.5,10,-15,25,0.0,O=C1Nc2ccccc2C(O)(C(=O)NCc2ccco2)N1c1ccc(Cl)c(Cl)c1 (stereo not given)
-1,2,-1,4,-4.7,9,-5,-6,-3.6,CC(C)c1ccc(CNC(=O)C2CCCN2S(=O)(=O)c2ccccc2)cc1 (stereo not given)
8,-1,-6,10,-1.6,5,0,7,-1.9,C/C(=N/O)c1ccccn1
-9,4,-4,0,-2.8,-2,1,6,1.2,COc1ccc(-n2cc(C(=O)O)c(=O)cc2C)cc1
-5,-2,-4,-1,-2.5,1,-5,-3,-0.4,CCOc1ccc(CN2C(=O)c3ccccc3C2C(=O)NCc2cccnc2)cc1 (stereo not given)
-14,3,-6,-8,-1.3,6,2,2,-1.6,CCOC(=O)c1[nH]cnc1C(=O)Nc1ccccc1C
-12,-3,-3,-11,-2.6,6,-11,16,-3.0,COc1ccc(-n2cc(CN(C)C3CCOCC3)c(-c3cccc(F)c3)n2)cc1
nt,nt,nt,-5,-0.1,4,-4,20,-0.3,CC(CCc1ccccc1)NC(=O)/C=C/c1ccc(F)cc1 (stereo not given)
6,-1,-1,nt,nt,1,nt,nt,nt,Cc1cccc(OCCOC(=O)CN2C(=O)NC3(CCCC3)C2=O)c1
-3,6,-2,1,1.4,-6,0,1,-2.8,COC(=O)C1=C(CS(=O)(=O)c2ccc(Cl)cc2)NC(=O)NC1c1ccc(O)cc1 (stereo not given)
-1,5,-2,-5,-2.9,-3,5,-18,-0.6,COC(=O)CNc1nc(Cl)nc(Nc2ccc(C)cc2)n1
nt,nt,nt,8,0.4,1,-20,5,4.5,CCOc1cccc2cc(-c3csc(NC(=O)CCC(=O)NCCCN4CCC(C)CC4)n3)c(=O)oc12
-2,-4,-6,2,-4.5,1,2,-7,-2.6,CC(C)(C)C(=O)COC(=O)c1ccc2c(c1)C(=O)N(Cc1ccco1)C2=O
6,6,-3,3,-1.4,5,-9,13,1.9,COCN(C#N)c1nc(N(C)C)nc(N(C)C)n1
19,8,-2,-2,-1.6,1,-12,2,0.7,Cc1cc(C(=O)OCC(=O)N2c3ccccc3CC2C)c(C)o1 (stereo not given)
-26,1,6,9,-3.0,10,2,-2,-1.3,Cc1c(-c2ccccc2)nc(-c2ccccc2)[nH]c1=O
5,nt,-3,14,0.1,1,6,22,10*,CCCc1cc(NCCCO)n2c(nc3ccccc32)c1C#N
8,6,-1,1,-2.2,4,1,-16,-2.6,CC(=O)NC(CCS(C)(=O)=O)C(=O)Nc1c(F)cccc1F (stereo not given)

Brought forward from above: 2 compounds; new compounds follow.
CRFBP-R2 block,IDE cell activ,GalR3 antagonist,NS3 helicase inh,IMP-1 inhibitor,IDE cell inh,pCIP destab,UBC9 SUMO inh,VIM-2 inh,Compound
5,nt,-3,14,0.1,1,6,22,10*,CCCc1cc(NCCCO)n2c(nc3ccccc32)c1C#N
8,6,-1,1,-2.2,4,1,-16,-2.6,CC(=O)NC(CCS(C)(=O)=O)C(=O)Nc1c(F)cccc1F (stereo not given)
5,1,2,0,-1.2,4,-14,12,1.7,COC(=O)/C(=C\c1c[nH]c2ccccc12)NC(C)=O
-4,4,-3,nt,nt,0,nt,nt,nt,Oc1ccc(C[C@@H]2CNCCN2CC2(c3ccccc3)CC2)cc1
6,0,2,-11,-0.8,1,-15,5,0.3,CCn1c(SCC(=O)Nc2ccc3c(c2)n(C)c(=O)n3C)nnc1-c1ccncc1
16,-5,8,4,-1.8,9,-8,11,7.2,COc1cc2[nH]c(=O)n(CCCC(=O)N3CC=C(c4ccccc4)CC3)c(=O)c2cc1OC
8,3,-5,4,-4.7,0,-1,15,-3.2,CCn1nc(C)c([N+](=O)[O-])c1C(=O)NNC(=O)c1ccc(Cl)cc1
8,-6,-4,1,-3.5,-3,-12,10,-4.2,NC(=O)c1c(NC(=O)CSc2nnc(Cc3ccccc3)n2Cc2ccco2)sc2c1CCC2
13,9,1,1,-1.5,11,3,-10,-2.7,O=C(Cc1ccsc1)Nc1ccc(Cl)cc1Cl
4,nt,-4,nt,nt,-3,11,-18,nt,FC(F)(F)c1ccc(C2[C@H]3CN(Cc4ccc(-c5ccccc5)cc4)[C@H](c4ccccc4)C34CC2(c2cccnc2)C4)cc1 (stereo not given in full)

Screens (PubChem BioAssay)
